# Screening data deposited in PubChem BioAssay by several laboratories.
# ARFGAP1 inhibitor: inhibitors of rat ARFGAP1 GAP activity, primary screen, biochemical, fluorescence polarization, GDP tracer; AID 651572, 2012; inhibition, % at 16.5 µM; ADP-ribosylation factor GTPase-activating protein 1 (Rattus norvegicus), Q62848; Arfgap1-stimulated ARF1 GTP hydrolysis, GDP FP detection; 360,000 compounds, 0.26% hits;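 active = inhibition above a per-plate limit, mean inhibition of low control wells plus 3 SD, cut at about 25% in these data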;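 also: 0% = DMSO wells with enzyme and 100% = wells lacking Arfgap1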
# Target sequence (Q62848 1-136 limits assumed): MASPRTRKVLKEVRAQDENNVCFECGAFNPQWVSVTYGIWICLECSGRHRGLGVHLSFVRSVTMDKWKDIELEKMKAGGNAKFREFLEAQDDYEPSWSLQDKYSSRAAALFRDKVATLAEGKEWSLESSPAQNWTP
#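 Material: truncated rat Arfgap1 GAP domain; Incubation: compound-enzyme preincubation 20 min, reaction 120 min, detection 60 min, 25 °C; Read-out: percent inhibition of Arfgap1-stimulated GTP hydrolysis; Technique: FP, GDP Alexa 633 tracer displaced from anti-GDP antibody, 620/688 nm; Controls: No-Arfgap1 wells (100%) versus DMSO full-reaction wells (0%); Replication: single well per compound.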
# proKLK7 act: proKLK7 zymogen activators, primary screen, biochemical, fluorescence intensity. Kallikrein-7 (Homo sapiens), P49862. purified proKLK7, EDANS-DABCYL substrate fluorescence; 100% is mature enzyme control, 0% vehicle. activation, % at 7 µM. 370,000 compounds, 0.9% hits. AID 652039, 2013;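 active = activation above the mean of all tested compounds plus 3 SD, computed per campaign excluding outliers beyond control limits, cut at about 13% in these data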
# NPR2 activator: human GC-B receptor activators, primary screen, HEK293 GC-B cells, cGMP TR-FRET, EC30 CNP; 370,000 compounds, 0.11% hits; Atrial natriuretic peptide receptor 2 (Homo sapiens), P20594; 0% at EC30 CNP, 100% saturating CNP; activation, % at 10 µM;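 active = activation at 10 µM reaching about 35% in either raw or pattern-adjusted values, limit read from the data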
# FXN GAA850 act: FXN promoter activators, primary screen, cell-based, luciferase luminescence, HEK293 lucGAA850 | HEK293 lucGAA850 FXN promoter luciferase reporter, 24 h; percent of 10 µM SAHA response | activation, % at 6 µM | 360,000 compounds, 0.56% hits;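 active = activation above the average of all compounds screened plus 3 SD, cutoff fixed separately per campaign, cut at about 7.5% in these data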;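 also: 0% = DMSO wells and 100% = 10 µM SAHA wells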
# ADAM10 inh: human ADAM10 inhibitors, primary screen, biochemical, QFRET, HTS. recombinant ADAM10, EDANS/DABCYL FRET peptide cleavage, 3 h. inhibition, % at 7 µM. Disintegrin and metalloproteinase domain-containing protein 10 (Homo sapiens), O14672. 370,000 compounds, 0.62% hits;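 active = inhibition above a per-campaign cutoff equal to the mean of compounds falling between control-based bounds plus 3 SD, cut at about 20% in these data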;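 also: 0% = DMSO wells while the 100% control is not disclosed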
# ASAP1 inh: inhibitors of human ASAP1 ArfGAP activity, primary screen, biochemical, fluorescence polarization | Arf-GAP with SH3 domain, ANK repeat and PH domain-containing protein 1 (Homo sapiens), … | ASAP1-stimulated ARF1 GTP hydrolysis, GDP FP detection | inhibition, % at 16.5 µM | 360,000 compounds, 0.19% hits | AID 624377, 2012; in the data active = inhibition above about 25%;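 also: 0% = vehicle with enzyme and substrate and 100% = no enzyme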
# Target sequence (Q9ULH1 325-724 limits assumed): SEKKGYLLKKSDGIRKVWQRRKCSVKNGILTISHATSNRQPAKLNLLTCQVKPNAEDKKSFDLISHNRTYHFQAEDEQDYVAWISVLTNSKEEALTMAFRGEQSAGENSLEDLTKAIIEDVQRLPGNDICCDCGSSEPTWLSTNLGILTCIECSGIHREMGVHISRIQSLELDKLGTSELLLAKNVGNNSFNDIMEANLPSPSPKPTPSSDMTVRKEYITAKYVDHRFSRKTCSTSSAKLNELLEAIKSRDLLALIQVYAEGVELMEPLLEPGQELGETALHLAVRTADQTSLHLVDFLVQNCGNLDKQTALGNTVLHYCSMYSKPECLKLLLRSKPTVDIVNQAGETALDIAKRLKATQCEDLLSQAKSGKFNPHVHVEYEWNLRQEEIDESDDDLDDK
# DDE Tn6 FP inh: inhibitors of Tn6 peptide binding to fibrin DD(E), primary screen, biochemical, fluorescence polarization, human fibrin, Tn6 probe; Fibrinogen beta chain (Homo sapiens), P02675; Fibrin DD(E) TRITC-Tn6 fluorescence polarization displacement; inhibition, % at 8.3 µM; 370,000 compounds, 0.21% hits; AID 720509, 2013;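 active = inhibition above a per-campaign cutoff: mean of compounds within control limits plus 3 SD, cut at about 15% in these data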;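 also: 0% = median of all compound wells on the plate and 100% = blocking peptide control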
# Target sequence (P02675 whole entry, looked up): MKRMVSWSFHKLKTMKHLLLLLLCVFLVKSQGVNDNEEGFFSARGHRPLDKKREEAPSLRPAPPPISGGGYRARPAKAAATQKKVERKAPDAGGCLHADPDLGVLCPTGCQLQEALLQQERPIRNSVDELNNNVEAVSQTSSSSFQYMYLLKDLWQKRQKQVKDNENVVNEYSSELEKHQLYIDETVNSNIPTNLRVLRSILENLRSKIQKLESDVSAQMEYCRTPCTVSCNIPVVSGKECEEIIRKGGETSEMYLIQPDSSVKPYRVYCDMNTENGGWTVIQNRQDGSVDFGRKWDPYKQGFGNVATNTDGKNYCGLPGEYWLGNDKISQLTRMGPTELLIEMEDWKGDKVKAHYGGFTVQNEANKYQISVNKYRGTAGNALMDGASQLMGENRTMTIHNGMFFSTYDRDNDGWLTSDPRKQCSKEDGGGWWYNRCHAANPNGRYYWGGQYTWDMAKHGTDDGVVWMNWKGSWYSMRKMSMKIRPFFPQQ
# NPR1 activator: GC-A stimulated cGMP production enhancers – HEK293 GC-A cells, cGMP TR-FRET, EC30 ANP, primary screen | AID 1671463, 2021 | 370,000 compounds, 0.14% hits | Atrial natriuretic peptide receptor 1 (Homo sapiens), P16066 | 0% at EC30 ANP, 100% saturating ANP | activation, % at 10 µM; in the data active = activation above about 40%
# rCAG RNA binder: binders of r(CAG) RNA repeats, primary screen, biochemical, fluorescence; r(CAG) RNA repeat, TO-PRO-1 dye displacement fluorescence; inhibition, % at 3 µM; 370,000 compounds, 1.3% hits;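 active = inhibition above the plate cutoff, the mean of all test compounds on that plate plus 3 SD, cut at about 35% in these data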;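 also: 0% = DMSO alone and 100% = 100 µM mitoxantrone as full dye displacement; higher means more dye released from RNA so lower well fluorescence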
# HGIII-sPLA2 inh: human group III sPLA2 inhibitors, primary screen, biochemical, QFRET, BODIPY PC-A2 liposome substrate. Group 3 secretory phospholipase A2 (Homo sapiens), Q9NZ20. QFRET BODIPY PC-A2 liposome hydrolysis, fluorescence. inhibition, % at 12.2 µM. 370,000 compounds, 0.56% hits;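 active = inhibition above mean plus 3 SD of compounds lying within the high and low control bounds, cut at about 19% in these data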;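 also: 0% = median of test compound wells and 100% = no enzyme DMSO wells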
# Starred values were filed as active, the others as inactive; i = inactive; nt = no result given. Compounds as they come. About 4.5% of those tested had a hit in this group.
SMILES,ARFGAP1 inhibitor,proKLK7 act,NPR2 activator,FXN GAA850 act,ADAM10 inh,ASAP1 inh,DDE Tn6 FP inh,NPR1 activator,rCAG RNA binder,HGIII-sPLA2 inh
Cc1onc(-c2ccccc2)c1C(=O)OCC(=O)NC(=O)c1ccccc1,8.3,-0.1,-2.8,0.9,1.9,-3.5,2.7,3.0,-4.0,7.3
COC(=O)c1cccc(C23CC4(C2)[C@H](CN(C)[C@@H]4c2ccccc2)C3c2ccc(C(F)(F)F)cc2)c1 (stereo partly drawn),7.4,0.3,-0.5,-2.9,3.6,-2.3,-9.3,-2.1,2.2,-1.3
COc1cccc(/C=C2\SC(=S)N(C(C)C(=O)NC3C=CS(=O)(=O)C3)C2=O)c1 (stereo not drawn),3.0,0.5,-1.9,3.2,2.9,-8.9,-4.3,-2.1,1.2,-8.1
O=C(NCC1CCN(Cc2ccccc2F)CC1)Nc1cccc(Br)c1,6.2,1.0,-2.1,-0.1,13.0,-7.7,1.5,-9.1,-7.1,-28.9
O=C(COC(=O)CSc1ccc([N+](=O)[O-])cc1)NC1CCCCCCC1,7.1,1.0,-1.5,0.1,5.8,-16.5,2.6,3.3,-1.4,-16.9
CCOc1ccc(NC(=O)CN(C)C(=O)c2ccccc2OCCOc2ccccc2)cc1OCC,-4.0,0.6,3.6,0.3,2.4,10.5,9.4,-0.9,-1.8,-5.9
Cc1cc(C)c2cc(C(=O)N3CCC(Cc4ccccc4)CC3)[nH]c2c1,0.1,0.3,0.7,2.4,0.6,4.8,-0.5,3.2,1.4,-16.4
[O-]/[N+](=C/c1ccccc1)c1ccccc1,-2.1,-0.4,2.2,0.8,3.0,9.7,5.9,0.9,-0.3,0.9
CC(=O)Nc1ccc(NC(C)=O)c(NC2OCC(O)C(O)C2O)c1 (stereo not drawn),-12.5,0.2,-4.4,-1.6,-11.7,10.7,-1.3,2.2,-1.1,-0.4
O=C(Nc1cccc(-c2cccc(Cl)c2)c1)C1CCN(Cc2nccs2)CC1,4.1,0.9,-3.9,0.1,8.1,10.8,2.4,8.9,4.2,-17.4
O=C(CSc1nnc(NC(=O)c2ccco2)s1)NC1CCCC1,9.1,1.1,1.4,2.8,-23.1,11.5,-2.7,3.8,-1.7,7.6
COCCNC(=S)N1CCN(C(=O)C(=O)Nc2ccc(C(=O)OC)cc2)CC1,-2.1,-0.3,-1.0,1.0,-6.6,4.5,-3.8,-0.1,-0.5,7.6
CCOc1ccc(NC(=O)C(C)Sc2nnc(C)n2C)cc1 (stereo not drawn),7.7,0.2,2.6,-0.3,-4.7,0.9,1.4,-0.8,0.5,13.2
Cc1ccc(-c2cc3nc(C)cc(NCc4ccco4)n3n2)cc1,-0.7,-4.4,-3.2,4.8,-93.2,11.5,0.8,-1.6,5.0,-11.2
COc1cc(/C=N/NC(=O)c2ccccn2)ccc1OC(=O)c1ccc(Br)cc1,5.1,0.4,3.8,2.2,-3.7,2.2,-5.4,2.5,2.7,1.0
O=C1CCN(S(=O)(=O)c2ccccc2)N1,-10.6,0.4,-2.3,1.8,6.9,15.2,4.5,0.4,0.8,5.1
Cc1c(N=N/C(C(=O)Nc2ccccc2)=C(/O)c2ccccc2)c(=O)n(-c2ccccc2)n1C,-4.6,-0.1,-6.6,2.2,-2.1,-4.5,1.4,-1.9,2.6,1.9
Cc1nn(C)c(C)c1/C=C(\C#N)S(=O)(=O)c1ccc(F)cc1,-6.3,0.3,0.1,-2.2,-9.1,-4.5,5.1,-0.3,5.8,-6.5
CC(/C=C1\SC(=O)N(CC(=O)Nc2ccc(O)cc2)C1=O)=C\c1ccccc1,-4.4,0.5,0.8,-4.1,7.5,11.9,-7.5,-3.6,18.7,-22.4
Cc1ccccc1NC(=S)N(Cc1ccco1)C(C)c1cccs1 (stereo not drawn),1.4,0.2,-11.6,1.6,-4.7,4.6,3.6,-12.8,0.1,2.6
Cc1cc(C)c[n+](CC(=O)c2ccccc2)c1,5.9,0.5,0.5,2.2,-6.7,-7.6,2.5,2.4,-2.9,2.6
COCCN1C=C(C(=O)OC)C(c2ccc(Cl)cc2)C(C(=O)OC)=C1,-6.5,31.4*,-5.0,1.8,i,-2.0,1.1,-8.6,-5.0,3.0
O=C(CCC1CCCN(Cc2ccc3c(c2)OCCO3)C1)NCc1ccccc1F (stereo not drawn),9.5,0.5,-5.2,-0.8,-5.5,1.9,-0.8,1.4,-3.2,0.0
CCOC(=O)C1=C(O)C(=O)N(Cc2ccccc2)CC1,-8.6,-0.4,-12.4,0.9,5.2,7.2,4.4,3.7,0.3,-2.2
Cn1c(C(=O)O)c(CC(=O)Nc2ccc(F)cc2F)c2ccccc21,9.9,0.7,1.3,-1.5,4.8,12.7,-8.1,3.8,14.0,-5.2

# Record cards, as listed above:
# `CCOC(=O)C1=C(O)C(=O)N(Cc2ccccc2)CC1` is listed with ARFGAP1 inhibitor = -8.6; proKLK7 act = -0.4; NPR2 activator = -12.4; FXN GAA850 act = 0.9; ADAM10 inh = 5.2; ASAP1 inh = 7.2; DDE Tn6 FP inh = 4.4; NPR1 activator = 3.7; rCAG RNA binder = 0.3; HGIII-sPLA2 inh = -2.2
# `O=C(Nc1cccc(-c2cccc(Cl)c2)c1)C1CCN(Cc2nccs2)CC1` is listed with ARFGAP1 inhibitor = 4.1; proKLK7 act = 0.9; NPR2 activator = -3.9; FXN GAA850 act = 0.1; ADAM10 inh = 8.1; ASAP1 inh = 10.8; DDE Tn6 FP inh = 2.4; NPR1 activator = 8.9; rCAG RNA binder = 4.2; HGIII-sPLA2 inh = -17.4

# New compounds follow.
SMILES,ARFGAP1 inhibitor,proKLK7 act,NPR2 activator,FXN GAA850 act,ADAM10 inh,ASAP1 inh,DDE Tn6 FP inh,NPR1 activator,rCAG RNA binder,HGIII-sPLA2 inh
FC(c1nc2ccccc2[nH]1)C(F)(F)F (stereo not drawn),0.7,0.6,3.9,1.9,-5.0,13.2,5.3,-4.1,0.1,5.2
CNC(=S)N(CCc1ccc(S(N)(=O)=O)cc1)C1CC(=O)N(c2ccccc2F)C1=O (stereo not drawn),6.5,0.6,-14.2,-0.9,4.0,-9.4,8.6,-22.2,2.8,-35.3
O=C(NCc1ccco1)c1cnn2c(C(F)F)cc(-c3ccccc3)nc12,-1.6,-0.6,2.3,3.0,-9.8,-2.6,6.2,2.8,3.0,5.8
O=c1ccnc(NCCc2ccccc2)[nH]1,2.0,0.0,3.3,-0.1,-14.8,-10.1,-4.8,-0.7,3.8,10.6
COc1ccc(C(=O)c2ccc(N3CCN(C4CC(=O)NC4=O)CC3)cc2)cc1F (stereo not drawn),-3.4,0.1,0.2,-1.0,1.7,1.4,1.7,-1.9,2.4,8.3
O=C1CSC(c2cccc(Cl)c2Cl)N1c1ccccn1 (stereo not drawn),-4.0,-0.6,-12.6,2.8,2.3,5.3,-2.9,-6.3,-5.0,-4.3
NS(=O)(=O)c1ccc(CCNC(=O)C2CCN(c3ncnc4c3nc3n4CCCCC3)CC2)cc1,-1.7,-0.1,-0.2,-0.1,5.5,-4.3,2.1,3.4,4.7,-0.4
Cc1ccc(N=C2SCCCN2C(=O)C2=COCCO2)cc1Cl,-3.1,0.0,-1.1,-0.6,-1.1,3.6,-8.3,2.2,4.9,-38.0
CN1/C(=C\C(=S)NC(=O)c2ccc([N+](=O)[O-])cc2)C(C)(C)c2ccccc21,4.7,0.0,0.6,0.4,1.5,-5.3,3.6,-0.3,2.4,2.6
CCCCCOC(=O)c1ccc(N2C(=O)C3C4C=CC(C4)C3C2=O)cc1 (stereo not drawn),-4.5,-0.4,4.8,2.5,3.7,-4.5,0.0,5.4,-10.2,-15.1
COc1ccc(CN=Cc2c(O)[nH]c3ccccc23)cc1,6.5,1.3,1.5,2.2,-4.2,17.8,1.4,3.6,-2.8,13.3
CC1(c2nnc(-c3ccccc3)o2)CC(c2ccc(F)cc2)=NO1 (stereo not drawn),4.9,0.1,-3.4,-0.7,6.2,-12.3,-3.9,2.2,-5.2,-4.3
O=[N+]([O-])c1ccc(OCC2CC(c3ccccc3)=NO2)cc1 (stereo not drawn),-7.1,0.7,4.0,1.4,1.2,5.1,-2.2,2.9,-2.6,-5.2
CCN1CC(CN(C)Cc2nc(-c3cccs3)no2)CC1=O (stereo not drawn),8.4,1.0,-3.9,2.7,5.5,3.4,-3.8,0.3,-5.7,1.7
COc1cccc(NC(=O)N2C3CCCC2CC(NC(=O)C2CC2)C3)c1 (stereo not drawn),2.3,-0.2,2.1,3.1,2.6,13.0,1.3,0.8,-2.9,1.2
CCCOc1ccc(CCc2n[nH]c(=S)n2-c2ccccc2)cc1,0.4,0.5,-1.8,0.8,3.5,10.3,-7.3,-2.8,1.5,9.2
Cc1cc(N2CCCCCC2)n2nc(C)c(-c3ccccc3)c2n1,0.3,0.8,-8.3,2.1,-2.4,3.8,-2.5,-3.2,-0.7,0.4
COCCCn1[nH]c2c3c(ccc2c1=O)C(=O)c1ccccc1C3=O,6.1,-0.1,-28.3,-0.9,7.3,-0.2,-8.0,-8.4,2.3,3.0
COc1ccc(OCC(=O)N2CCN(C(=O)Cc3ccccc3)CC2)cc1,12.7,0.6,3.2,3.2,2.5,12.5,2.0,4.2,-4.6,1.7
Cc1ccc([N+](=O)[O-])c2cccnc12,-5.5,-0.3,-6.1,3.9,7.5,4.7,0.8,-0.4,3.1,-0.2
COC(=O)C1=NN(c2cccc(C)c2)C2C(=O)N(c3ccccc3OC)C(=O)C12 (stereo not drawn),-2.8,14.9*,3.0,-0.3,-12.3,-11.8,-3.5,1.0,0.5,20.2*
Cc1cc2cc3c(cc2nc1SCC(=O)N1CCN(C(=O)c2ccco2)CC1)OCO3,-13.1,-0.6,1.4,-2.0,-3.7,11.3,-9.6,-4.4,1.5,1.7
CCC(=O)N(C)C[C@H]1Oc2ncc(C#Cc3cccnc3)cc2C(=O)N([C@@H](C)CO)C[C@@H]1C,-12.1,-0.5,3.2,0.6,-15.1,0.6,0.6,-0.1,1.3,14.1
Oc1ccc2ccccc2c1N=Nc1ccccc1F,1.4,-1.2,-4.7,2.6,-10.5,5.9,2.8,-6.1,9.9,-1.0
S=C1SCN(CCN2CCOCC2)CN1Cc1ccccc1,6.7,0.3,-1.8,-3.1,-0.5,12.1,-4.0,-1.3,3.5,1.4
COc1ccccc1CNC(=O)c1cccc(-c2ccc(C)c3ccccc23)n1,9.8,0.7,-3.2,nt,-3.5,3.5,0.2,1.6,2.1,-3.0
